Screening results deposited in PubChem by several laboratories.
Tb MetRS inh = T. brucei MetRS inhibitors, primary screen, biochemical, luminescence | methionyl-tRNA synthetase (Trypanosoma brucei brucei) | purified T. brucei MetRS, ATP depletion, Kinase-Glo luminescence | inhibition, % at 11.9 µM | actives 0.4% (n = 360,000) | AID 624268, 2012;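 active means inhibition above a per-plate cutoff of the control wells' mean inhibition plus 3 SD, cut at about 5.5% in these data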;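 further: 0% = DMSO wells median and 100% = median of wells with control inhibitor compound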
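System: purified T. brucei MetRS enzyme / Detection: Kinase-Glo luciferase luminescence reporting remaining unconsumed ATP / Medium: HEPES buffer with MgCl2, KCl, DTT, spermine, BSA, pyrophosphatase / Replication: singlicate, one well per compound / Evaluation: percent inhibition relative to median high and low control wells / Schedule: 2 h aminoacylation at 25 °C after 15 min preincubation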
FAS-TE inh = FAS thioesterase domain inhibitors, primary screen, biochemical, fluorescence intensity, uHTS. inhibition, % at 15 µM. actives 0.67% (n = 360,000). Fatty acid synthase (Homo sapiens), P49327. AID 602261, 2012. recombinant FAS-TE, OMFH fluorogenic substrate, fluorescence endpoint;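 active means compounds whose normalised, plate-corrected inhibition of enzyme fluorescence in the single-dose primary screen is 50% or more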;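 further: 0% = DMSO with enzyme and 100% = substrate without enzyme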
MsrA inhibitor = bovine MsrA enzyme inhibitors, primary screen, biochemical, absorbance, HTS | Methionine sulfoxide reductase A (Bos taurus) | purified bovine MsrA, absorbance read-out | inhibition, % at 15.5 µM | actives 0.75% (n = 360,000) | AID 651718, 2012; in the data active means inhibition above about 4.5%;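 further: 0% = vehicle wells with enzyme and 100% = reference inhibitor wells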
SKN-1 inh = suppressors of acrylamide-induced Pgst-4::GFP reporter in worms, primary screen, SKN-1 inhibitor project, whole organism, uHTS, GFP/RFP fluorescence ratio, strain VP596; C. elegans VP596 Pgst-4::GFP/RFP ratio, 24 h; inhibition, % at 21.8 µM; actives 0.49% (n = 360,000); AID 624304, 2012;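 active means interference check ratio from 0.5 to 1.5 plus GFP to RFP signal ratio inhibition reaching or exceeding a fixed threshold, cut at about 30% in these data, passing the limit was not always enough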; further: some compounds called inactive have numbers as strong as hits
MsrA act = bovine MsrA enzyme activators, primary screen, biochemical, absorbance, HTS; Methionine sulfoxide reductase A (Bos taurus); purified bovine MsrA, absorbance read-out; activation, % at 10.6 µM; actives 0.3% (n = 360,000); AID 602163, 2012; in the data active means activation above about 7.5%;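 further: 0% = vehicle and 100% = reference activator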
CendR NRP1 mod = modulators of CendR peptide binding to NRP-1, primary screen, biochemical, fluorescence polarization, uHTS. FAM-RPARPAR peptide binding to NRP-1. actives 0.85% (n = 360,000). inhibition, % at 25 µM;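 active means inhibition or corrected inhibition above about 18%, plus a signal ratio from 0.5 to 1.5, limit read from the data, passing the limit was not always enough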; further: strong numbers were not always called active
E coli Lon inh = inhibitors of E. coli Lon protease, primary screen, biochemical, fluorescence polarization; actives 0.42% (n = 360,000); purified E. coli Lon protease; inhibition, % at 7.94 µM; in the data active means inhibition above about 13%, passing the limit was not always enough;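 further: 0% = enzyme with probe and DMSO and 100% = no enzyme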
MLLE-PAM2 inh = inhibitors of PABP1 MLLE–PAM2 peptide binding, primary screen, biochemical, fluorescence polarization, FITC-PAM2, GST-MLLE | actives 0.36% (n = 360,000) | inhibition, % at 20 µM | Polyadenylate-binding protein 1 (Homo sapiens), P11940; in the data active means inhibition above about 35%, passing the limit was not always enough;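 further: plate controls were DMSO wells with GST-MLLE for no effect and wells lacking GST-MLLE protein for full effect; some results filed as inactive read as strong as hits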
Target sequence (P11940 whole entry, looked up): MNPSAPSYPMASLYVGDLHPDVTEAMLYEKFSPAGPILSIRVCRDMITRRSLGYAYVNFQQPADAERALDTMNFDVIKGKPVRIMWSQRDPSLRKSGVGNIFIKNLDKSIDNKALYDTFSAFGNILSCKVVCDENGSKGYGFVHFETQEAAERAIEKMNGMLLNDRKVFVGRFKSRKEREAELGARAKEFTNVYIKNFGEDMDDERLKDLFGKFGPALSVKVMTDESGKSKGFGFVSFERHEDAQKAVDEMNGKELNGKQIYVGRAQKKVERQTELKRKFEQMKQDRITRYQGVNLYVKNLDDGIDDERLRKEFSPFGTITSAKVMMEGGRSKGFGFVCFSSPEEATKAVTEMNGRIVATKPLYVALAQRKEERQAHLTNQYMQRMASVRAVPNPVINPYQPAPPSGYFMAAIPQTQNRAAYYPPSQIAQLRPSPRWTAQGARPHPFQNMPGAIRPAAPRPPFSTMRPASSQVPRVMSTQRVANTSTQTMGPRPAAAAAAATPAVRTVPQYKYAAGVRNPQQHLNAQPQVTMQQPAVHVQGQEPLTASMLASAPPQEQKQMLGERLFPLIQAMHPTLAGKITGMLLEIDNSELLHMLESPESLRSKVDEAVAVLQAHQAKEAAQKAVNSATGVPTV
MT1-MMP act inh = blockers of MT1-MMP proenzyme processing, primary screen, HT1080 RFP-PRO-GFP cells, GFP/RFP fluorescence; Matrix metalloproteinase-14 (Homo sapiens), P50281; GFP/RFP ratio fluorescence, overnight; percent of plate control window, DMSO zero; GFP/RFP ratio change, % at 20 µM; actives 0.061% (n = 360,000);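 active means GFP/RFP ratio change of at least 30% with cell ATP level not reduced by more than half and red fluorescence within 50% of control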; further: strong numbers were not always called active
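Compound: 20 µM single dose, 1% DMSO / System: HT1080 RFP-PRO-GFP cells / Controls: DMSO and RFP-L50D-GFP cell wells / Read-out basis: GFP/RFP fluorescence ratio / Schedule: overnight compound exposure at 37 °C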
* marks the source's active call; other numbers are inactive results; / = not tested or not shown; & = joins results of further samples. This is a random part of the collection; overall some 4% were active at least once.

Fields – Tb MetRS inh	FAS-TE inh	MsrA inhibitor	SKN-1 inh	MsrA act	CendR NRP1 mod	E coli Lon inh	MLLE-PAM2 inh	MT1-MMP act inh
(1) CCCCc1ccc(-n2c(Cc3cccs3)n[nH]c2=S)cc1
    -0.6	18	-0.6	3	2	-13	-3	-24	-1
(2) COc1ccccc1NC(=O)CCc1nnc2ccc(N3CCN(C)CC3)nn12
    0.1	-7	0.0	18	-4	5	-7	-2	-8
(3) N#Cc1ccccc1COC(=O)c1ccc2c(c1)OCO2
    -0.2	21	0.3	-7	-4	13	-1	-2	-2
(4) COC(=O)c1ccccc1NC(=O)CN(C)S(=O)(=O)c1cc(C)ccc1OC
    -1.4	8	0.6	-15	-6	-15	-9	0	-1
(5) CC1=C(C(=O)Nc2cccc(C(=O)NCc3ccccc3C)c2)SCCO1
    -0.8	1	0.2	-10	-5	13	-5	8	1
(6) Cc1ccc(C(C)(C)C)c(OCCCCN2CCCC2)c1
    -0.5	-12	0.2	-1	-1	6	10	18	-1
(7) O=C1CCN(Cc2ccc(O)cc2)CCN1CCO
    -0.4&-0.1	-8&1	1.4&-0.8	2&7	-1&-4	-2&-17	-9&-3	-9	1&5
(8) CCOC(=O)Cc1csc(SCC(=O)c2c(N)n(CC(C)C)c(=O)n(C)c2=O)n1
    -1.3	-5	0.3	10	-12	5	-7	0	1
(9) O=S(=O)(NCCN1CCOCC1)c1cccs1
    0.0	-4	0.3	6	-3	4	-4	4	-2
(10) COc1ccc2ccccc2c1/C=N\n1c(C)cc(C)c(C(N)=O)c1=O
    -0.4	-5	1.9	5	-2	-4	-2	-3	1
(11) COc1ccc(C2Nc3ccccc3C(=O)N2NC(C)=O)c(OC)c1 (centres undefined)
    -0.5	-5	0.3	25	-3	-7	5	12	1
(12) CN(C)CCCNC(=O)c1ccc(Cl)c(S(=O)(=O)N2CCCCCC2)c1
    -0.4	-8	-0.6	-2	-2	-3	-7	2	2
(13) CCCn1c(SCC(=O)NC2CCC(C)CC2)n[nH]c1=O (centres undefined)
    0.1	-6	-0.1	9	-2	1	2	-2	-2
(14) Cc1ccc(S(=O)(=O)N2[C@@H](c3ccc(C(C)(C)C)cc3)C(C(=O)O)=CC[C@H]2c2ccc3c(c2)OCO3)cc1
    -0.2	6	-1.1	5	-3	-17	-5	12	-5
(15) COC(=O)Cc1ccc(NC(=S)N2CCN(c3ccccn3)CC2)cc1
    -0.4	-6	0.1	-14	3	-5	1	-91	2

Fetched by compound from the entries so far, two records:
Fields – Tb MetRS inh	FAS-TE inh	MsrA inhibitor	SKN-1 inh	MsrA act	CendR NRP1 mod	E coli Lon inh	MLLE-PAM2 inh	MT1-MMP act inh
(5) CC1=C(C(=O)Nc2cccc(C(=O)NCc3ccccc3C)c2)SCCO1
    -0.8	1	0.2	-10	-5	13	-5	8	1
(6) Cc1ccc(C(C)(C)C)c(OCCCCN2CCCC2)c1
    -0.5	-12	0.2	-1	-1	6	10	18	-1

Following part
Fields – Tb MetRS inh	FAS-TE inh	MsrA inhibitor	SKN-1 inh	MsrA act	CendR NRP1 mod	E coli Lon inh	MLLE-PAM2 inh	MT1-MMP act inh
(16) O=C(NC1CCc2ccccc21)c1cc(COc2cncc(Cl)c2)on1 (centres undefined)
    -0.4	15	-0.3	-13	-6	-5	-8	0	1
(17) Cc1cc(C)nc(NC2=NCCN2C(=S)Nc2ccc(C)c(C)c2)n1
    -1.3	0	-0.3	-1	-9	-1	-11	-23	0
(18) COc1ccc(S(=O)(=O)NC(=O)C2(C)CCN2C(=O)CC2CCCCC2)cc1OC (centres undefined)
    -0.2	-8	0.1	0	-3	16	0	9	4
(19) COc1ccc(OC)c(CCNC(=O)c2cccc(NC(=O)C3=C(C)OCCS3)c2)c1
    -0.2	-3	0.5	21	-4	10	-10	14	3
(20) Cc1cccc(N2CCN(C(=O)COc3ccc4c(c3)CCC4)CC2C)c1 (centres undefined)
    -0.4	24	-0.4	0	-4	6	-4	6	1
(21) CCc1ccccc1N(C(=O)c1snc(C(N)=O)c1N)C(C(=O)NCC1CCCO1)c1ccc(OC)c(OC)c1 (centres undefined)
    -0.5	-4	3.7	11	-2	10	-3	-17	2
(22) CS(=O)(=O)N(CC(=O)Nc1ccc2c(c1)OCO2)c1ccccc1
    -0.6	-3	0.5	14	-1	5	0	-12	-4
(23) CC1(C)S[C@@H]2[C@H](NC(=O)Cc3ccccc3)C(=O)N2[C@H]1C(=O)O
    -1.2&-0.5	-4&-2	3.0&-0.5	-1&-4	-6&0	-13&1	3&-5	3&0	2&-1
(24) CSCCC(=O)N1CC[C@@H](N2CCN(c3ccccc3F)CC2)[C@H](O)C1
    -0.2	0	-0.6	1	-2	-8	-4	-10	2
(25) CCCCn1c(N)c(N(CCOC)C(=O)C2CCN(S(=O)(=O)c3ccc(C)cc3C)CC2)c(=O)[nH]c1=O
    -0.6	-4	-1.3	-5	-7	-1	0	-28	3
(26) CSC(SC)=C(C#N)C(=O)c1ccccc1
    -0.3	44	-0.5	29	-2	-6	-2	15	7
(27) CC1CC(C)CN(C(=O)c2cccc(NC(=O)CC3SC(N4CCCCC4)=NC3=O)c2)C1 (centres undefined)
    -0.3	-3	-1.1	-5	-5	3	-10	-5	-1
(28) Cc1noc(C)c1C(=O)N1CCCC1
    -1.9	-2	-0.8	2	-9	-3	7	9	2
(29) Cc1ccc(S(=O)(=O)NCC2CCC(C(=O)NC3CCCCC3)CC2)cc1 (centres undefined)
    -0.6	-11	-0.7	10	-2	23	-2	-7	0
(30) Cc1cccn2c(=O)c3cc(C(=O)N4COCC4(C)C)n(Cc4ccccc4)c3nc12
    0.1	0	0.6	6	-2	-3	-2	11	0

Next compounds follow.
Fields – Tb MetRS inh	FAS-TE inh	MsrA inhibitor	SKN-1 inh	MsrA act	CendR NRP1 mod	E coli Lon inh	MLLE-PAM2 inh	MT1-MMP act inh
(31) O=C(Cn1cc(COc2c(Br)cc(F)cc2Br)nn1)c1ccc(O)cc1
    0.8	-2	1.9	-12	-1	-18	2	-10	-1
(32) Cc1nn(-c2ccccc2)c(C)c1NC(=O)COC(=O)C1CC(=O)N(CCc2ccccc2)C1 (centres undefined)
    0.1	-5	0.1	-20	-3	-4	-7	-1	2
(33) C=CCOc1ccc(/C=C2/C(=O)ON=C2C)cc1OCC
    -0.1	-3	-0.6	10	1	11	-9	13	-3
(34) Cc1cc(NC(=O)CC(CN(C)S(=O)(=O)c2ccccc2)c2ccccc2)no1 (centres undefined)
    -0.1	5	-0.1	4	-3	-12	-2	5	-4
(35) Cc1ccc(OCc2cc(C(=O)NCC(C)(C)N3CCOCC3)no2)cc1C
    -0.8	2	-0.8	-2	0	4	-14	-7	1
(36) COc1ccc(N2C(=O)CSC(c3ccccc3)C2=O)cc1 (centres undefined)
    2.0	0	1.9	4	-1	-2	-6	10	-1
(37) CN(C)S(=O)(=O)c1ccc(Cl)c(-c2nnc3n2CCCCC3)c1
    -0.5	-3	-1.9	-8	0	7	-9	0	1
(38) Cc1nonc1NC(=O)c1ccc(Cl)c(S(=O)(=O)N2CCCCC2)c1
    0.3	-1	0.2	7	-5	2	1	19	-6
(39) CN(Cc1ccccc1)C(=O)CCn1c(=O)oc2ccccc21
    -1.1	-3	-0.3	6	-5	21	-9	2	3
(40) CN1C(=O)c2ccccc2C(C(=O)NCCCN2CCCC2)C1c1c[nH]c2ccccc12 (centres undefined)
    -0.7	-3	/	13	-1	12	11	-12	-1
(41) C/C(=C/CCC(C)(O)C1CC[C@@]2(C)[C@@H]3CC=C4[C@@H](CC[C@H](O[C@H]5O[C@@H](CO)[C@H](O)[C@@H](O)[C@@H]5O)C4(C)C)[C@]3(C)C(=O)C[C@]12C)CO[C@@H]1O[C@H](CO)[C@@H](O)[C@H](O)[C@H]1O (some centres undefined)
    -0.5	-9	-0.7	11	-1	17	-6	-1	-1
(42) CCC(=O)Nc1cc(-c2nnc(OC)c3ccccc23)ccc1N1CCOCC1
    0.3	-4	0.9	7	-2	10	5	-7	-3
(43) COCCn1c(=NC(=O)CCS(=O)(=O)c2ccccc2)sc2cc(C)ccc21
    -0.3	6	0.2	7	-3	-6	-9	4	-3
(44) CCc1nc(C)ccc1OCC(=O)N1CCc2c([nH]c3ccccc23)C1c1ccccn1 (centres undefined)
    -0.6	6	0.1	7	-1	-4	19	-4	-5
(45) CC(NCC(O)COc1ccc(Br)cc1)c1ccccc1 (centres undefined)
    -0.6	-2	-1.3	33	-2	7	-3	-7	0

Next records follow:
Fields – Tb MetRS inh	FAS-TE inh	MsrA inhibitor	SKN-1 inh	MsrA act	CendR NRP1 mod	E coli Lon inh	MLLE-PAM2 inh	MT1-MMP act inh
(46) Cc1cc(C)n(CC(=O)N2N=C(C(F)F)CC2(O)C(F)F)n1 (centres undefined)
    -0.3	-9	0.4	15	-3	-1	6	-1	1
(47) Cc1ccc(-n2nnnc2SCC(=O)c2cc(C)n(CC3CCCO3)c2C)cc1 (centres undefined)
    -1.0	-4	-0.5	8	-5	-5	-6	-84	2
(48) Cc1ccc(S(=O)(=O)N2CCCC2C(=O)OCc2ccco2)cc1 (centres undefined)
    -0.7	0	/	7	-2	-27	-8	-3	-1
(49) COC(=O)c1ccc(CN2CCC(CO)(Cc3ccccc3Cl)CC2)cc1
    -1.5	2	0.2	6	-6	-17	-7	-4	-1
(50) O=C(CCc1nc2sc3c(c2c(=O)[nH]1)CCCC3)NCCc1ccc(Cl)cc1
    0.0	0	-0.2	11	-6	-18	-17	-40	-2
(51) Cc1ccsc1CNC(=O)C1(C)CCN1C(C)C (centres undefined)
    -0.2	-6	1.9	-17	-2	7	-4	-9	-1
(52) O=C(NC(NC(=S)Nc1cccc(Cl)c1)C(Cl)(Cl)Cl)OCc1ccccc1 (centres undefined)
    0.1	37	1.0	0	-1	-1	2	20	-3
(53) CCN(CC)CCCN1C(=O)c2oc3ccccc3c(=O)c2C1c1cccnc1 (centres undefined)
    -0.9	-8	0.3	8	-5	-13	0	0	-3
(54) COC(=O)c1cc(COC(=O)c2ccc(OC)c(S(=O)(=O)N3CCCC3)c2)oc1C
    -1.1	9	0.8	-2	-6	-9	6	-18	-3
